# DAX1 inh-1 = inhibits human nuclear receptor DAX1; HEK293 Gal4-DAX1 luciferase reporter, luminescence; inhibition, % at 6.75 µM; 340,000 compounds, 0.99% hits; AID 504766;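 active = inhibition above the mean over all tested compounds plus 3 SD, cut at about 4.2% in these data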;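 note: 0% = DAX1-transfected cells with DMSO and 100% = empty-vector control cells with DMSO; inhibition shows as a rise in luminescence from relieved DAX1 repression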
# DAX1 inh-2 = DAX1 (NR0B1) inhibition, primary screen; 370,000 compounds, 1.1% hits; HEK293T StAR-luciferase reporter, SF-1/DAX-1 repression relief; AID 652010; inhibition, % at 6.8 µM;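 active = inhibition above the mean over all tested compounds plus 3 SD, cut at about 3.6% in these data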;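 note: 0% = DAX-1 cells with DMSO and 100% = cells lacking DAX-1 with DMSO; higher inhibition means more luminescence from relief of DAX-1 repression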
# GAA850 FXN act = increases GAA850 frataxin promoter reporter activity. HEK293 lucGAA850 FXN promoter luciferase reporter, 24 h; percent of 10 µM SAHA response. activation, % at 6 µM. 360,000 compounds, 0.56% hits. AID 540364;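 active = activation above the average of all compounds screened plus 3 SD, cutoff fixed separately per campaign, cut at about 7.5% in these data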;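 note: 0% = DMSO wells and 100% = 10 µM SAHA wells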
# Rev-erbA mod = Rev-erb alpha (human) modulation; P20393; Rev-erbα–FITC-DNA binding, fluorescence polarization, 90 min; AID 1259318; 370,000 compounds, 0.79% hits; activity, % at 10 µM;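 active = activity above about 14%, limit read from the data; passing the limit was not always enough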;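 note: 0% = DMSO wells with 35 nM protein and 100% = DMSO wells with 750 nM protein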
# Target sequence (P20393 whole entry, looked up): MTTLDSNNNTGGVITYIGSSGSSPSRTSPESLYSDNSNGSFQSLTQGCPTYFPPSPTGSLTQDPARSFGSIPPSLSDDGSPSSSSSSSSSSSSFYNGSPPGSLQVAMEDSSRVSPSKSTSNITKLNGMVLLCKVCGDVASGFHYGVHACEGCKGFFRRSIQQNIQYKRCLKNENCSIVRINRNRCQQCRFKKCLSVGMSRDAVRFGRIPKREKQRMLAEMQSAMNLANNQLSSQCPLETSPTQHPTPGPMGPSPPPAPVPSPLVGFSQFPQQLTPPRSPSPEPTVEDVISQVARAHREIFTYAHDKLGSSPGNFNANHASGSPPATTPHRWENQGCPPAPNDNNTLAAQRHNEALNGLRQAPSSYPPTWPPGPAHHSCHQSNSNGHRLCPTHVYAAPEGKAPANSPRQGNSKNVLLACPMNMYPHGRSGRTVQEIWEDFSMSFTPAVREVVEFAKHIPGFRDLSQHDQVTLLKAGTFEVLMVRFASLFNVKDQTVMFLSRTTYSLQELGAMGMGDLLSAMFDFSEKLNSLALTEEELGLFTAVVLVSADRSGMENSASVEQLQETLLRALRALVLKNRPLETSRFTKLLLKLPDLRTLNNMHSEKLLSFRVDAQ
# ssDAF12 agonist = S. stercoralis DAF-12 activation, primary screen; HEK293 ssDAF-12/GRIP1 lit1-tk-luc reporter, luminescence; % of 3 µM dafachronic acid response; activation, % at 6.8 µM; 370,000 compounds, 1% hits; AID 652126;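 active = activation above the mean over all tested compounds plus 3 SD, cut at about 0.9% in these data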;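 note: 0% = DMSO-only wells and 100% = 3 µM delta7-dafachronic acid wells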
# sPLA2-III inh = Blocks human group III sPLA2 activity. Q9NZ20. QFRET BODIPY PC-A2 liposome hydrolysis, fluorescence. inhibition, % at 12.2 µM. 370,000 compounds, 0.56% hits. AID 743126;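 active = inhibition above mean plus 3 SD of compounds lying within the high and low control bounds, cut at about 19% in these data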;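 note: 0% = median of test compound wells and 100% = no enzyme DMSO wells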
# Target sequence (Q9NZ20 whole entry, looked up): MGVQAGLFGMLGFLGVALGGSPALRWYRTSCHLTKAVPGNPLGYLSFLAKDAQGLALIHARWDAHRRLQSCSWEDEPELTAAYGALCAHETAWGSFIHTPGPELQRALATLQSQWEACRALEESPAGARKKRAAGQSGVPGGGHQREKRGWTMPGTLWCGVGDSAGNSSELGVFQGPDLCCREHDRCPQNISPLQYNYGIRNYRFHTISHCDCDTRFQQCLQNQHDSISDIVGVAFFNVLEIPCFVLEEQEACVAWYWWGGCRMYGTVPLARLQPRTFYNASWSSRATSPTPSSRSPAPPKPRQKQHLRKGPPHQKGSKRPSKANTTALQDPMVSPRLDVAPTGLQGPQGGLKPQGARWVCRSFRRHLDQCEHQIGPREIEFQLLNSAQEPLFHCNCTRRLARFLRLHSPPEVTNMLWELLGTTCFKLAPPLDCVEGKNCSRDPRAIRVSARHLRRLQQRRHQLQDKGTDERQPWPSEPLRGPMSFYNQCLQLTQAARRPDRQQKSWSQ
# hcDAF12 agonist = activates DAF-12 receptor from parasite H. contortus; HEK293 hcDAF-12 lit1-tk-luc reporter, luminescence; 0% DMSO, 100% Δ7-dafachronic acid; activation, % at 6.8 µM; 370,000 compounds, 1.4% hits; AID 652067;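 active = activation above the mean of all tested compounds plus 3 SD, cut at about 5.5% in these data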;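 note: 100% = response to 3 µM Δ7-dafachronic acid high control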
# PLCb3 inh = blocks human PLC-beta3 enzyme activity; 370,000 compounds, 0.18% hits; Purified PLC-beta3, fluorogenic substrate, fluorescence; inhibition, % at 12.2 µM; in the data active = inhibition above about 11%;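 note: 0% = median of compound wells on plate and 100% = full blocker control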
# hgDAF-12 ag = hgDAF-12 agonism, primary luciferase screen; HEK293 GAL4-hgDAF12 UAS-luciferase reporter, agonist luminescence; normalized to butyrate control; activation, % at 6.8 µM; 370,000 compounds, 1.8% hits;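 active = activation above a cutoff set at the mean of all screened compounds plus 3 SD, cut at about 10% in these data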;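 note: 0% = DMSO wells and 100% = sodium butyrate wells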
# PG9 binder = binds the HIV-1 gp120 antibody PG9 | AID 624416 | inhibition, % at 6.7 µM | TR-FRET gp120-PG9 antibody binding | 360,000 compounds, 0.43% hits; in the data active = inhibition above about 8.5%
# SMARCA2 activ = activators of SMARCA2 function | MG213 cells, MMTV-luciferase reporter, dexamethasone, overnight | activation, % at 9.1 µM | 370,000 compounds, 1% hits | AID 652017; in the data active = activation above about 7.8%;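 note: 0% = vehicle wells and 100% = reference activator wells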
# * hit, by the source's call; i = inactive; . = no result given. Outcome played no part in choosing rows; overall some 7% were active at least once.
SMILES,DAX1 inh-1,DAX1 inh-2,GAA850 FXN act,Rev-erbA mod,ssDAF12 agonist,sPLA2-III inh,hcDAF12 agonist,PLCb3 inh,hgDAF-12 ag,PG9 binder,SMARCA2 activ
O=C(CN(CCc1ccccc1)C(=O)CNS(=O)(=O)c1ccccc1)NCC1CCCO1 (stereo not given),-0.7,0.3,1.4,-6,-0.8,4,0.5,0,-0.1,1.1,0
O=C(Nc1nc2ccccc2[nH]1)C12CC3CC(CC(C3)C1)C2,0.8,1.5,4.5,2,0.3,3,5.8*,5,8.7,-4.1,6
Cc1cccc(OCC(=O)NNC(=O)c2ccc([N+](=O)[O-])cc2)c1,1.0,0.5,-2.2,7,-0.9,-4,-0.6,-5,-2.1,0.4,1
CCN1CCN(c2cc(C)c3cc(NC(=S)N4CCOCC4)ccc3n2)CC1,0.7,0.4,1.8,-18,-1.3,-5,-0.5,-317,2.1,-2.3,3
Cc1ccc(S(=O)(=O)N2CCN(CC(=O)N/N=C/c3ccc(C)o3)CC2)cc1,-0.3,-0.2,1.4,3,-1.4,-4,-0.7,0,-1.3,-3.1,1
CC(C)(C)NC(=O)C1c2ccccc2OCC(=O)N1Cc1ccc2c(c1)OCO2 (stereo not given),.,1.3,.,5,-1.1,2,-1.8,-1,1.4,-1.0,-3
CC(C)(C)SC(=O)C[C@@H]1NS(=O)(=O)OC2CCCCC21 (stereo not given in full),0.6,-0.7,3.0,-2,-1.4,-2,-1.0,3,-1.2,-1.0,2
CC1(C(=O)NS(=O)(=O)c2ccc(Cl)cc2)CCN1C(=O)Cc1cccc2ccccc12 (stereo not given),.,0.7,-1.6,0,-1.3,-32,1.2,-3,-1.9,-3.0,-7
Cc1ccc(C(=O)NNC(=O)Cc2cccs2)cc1,-0.4,0.9,2.5,2,0.7,-4,4.0,4,2.4,-1.7,9.1*
CCOC(=O)N1CCc2[nH]c3ccc(C)cc3c2C1,-1.2,1.3,0.8,7,-1.9,-15,-2.3,-97,-0.8,-0.8,-5
CCCN(C(=O)CCOc1ccc(C(C)(C)C)cc1)c1c(N)n(Cc2ccccc2)c(=O)[nH]c1=O,1.3,1.6,-1.9,8,-0.7,11,-0.4,-4,0.6,-0.2,-3
COc1ccc(Cc2nc3ccc(C(=O)N4CCCN(C=O)CC4)cc3o2)cc1,0.8,0.2,1.7,-6,-1.3,7,0.3,-4,1.6,0.2,-2
CC(=O)Nc1ccc(NC(=O)CSc2nnc(-c3ccc(NS(C)(=O)=O)cc3)n2C)cc1C,2.1,-0.6,-1.6,-6,-1.9,0,-0.3,-2,2.0,-2.9,6
COc1ccc(C2=NOC(Cn3nc(C(=O)NCc4cccs4)cc3-c3ccccc3)C2)cc1 (stereo not given),-0.3,-0.7,-1.2,1,-1.7,-8,-0.9,3,-3.2,0.1,0
O=C(COC(=O)COc1ccc(Br)cc1)Nc1cccnc1Cl,1.6,0.1,3.1,4,-1.0,2,-1.0,1,1.6,-2.0,0

# Full records, quoted from the list. Order of values: DAX1 inh-1	DAX1 inh-2	GAA850 FXN act	Rev-erbA mod	ssDAF12 agonist	sPLA2-III inh	hcDAF12 agonist	PLCb3 inh	hgDAF-12 ag	PG9 binder	SMARCA2 activ
# O=C(CN(CCc1ccccc1)C(=O)CNS(=O)(=O)c1ccccc1)NCC1CCCO1 (stereo not given) is listed as -0.7	0.3	1.4	-6	-0.8	4	0.5	0	-0.1	1.1	0
# CC(=O)Nc1ccc(NC(=O)CSc2nnc(-c3ccc(NS(C)(=O)=O)cc3)n2C)cc1C is listed as 2.1	-0.6	-1.6	-6	-1.9	0	-0.3	-2	2.0	-2.9	6
# Cc1cccc(OCC(=O)NNC(=O)c2ccc([N+](=O)[O-])cc2)c1 is listed as 1.0	0.5	-2.2	7	-0.9	-4	-0.6	-5	-2.1	0.4	1
# O=C(Nc1nc2ccccc2[nH]1)C12CC3CC(CC(C3)C1)C2 is listed as 0.8	1.5	4.5	2	0.3	3	5.8*	5	8.7	-4.1	6

# Remaining list, next part:
SMILES,DAX1 inh-1,DAX1 inh-2,GAA850 FXN act,Rev-erbA mod,ssDAF12 agonist,sPLA2-III inh,hcDAF12 agonist,PLCb3 inh,hgDAF-12 ag,PG9 binder,SMARCA2 activ
O=C(COC(=O)c1ccc(OC(F)F)cc1)NCCC1=CCCCC1,1.3,2.2,1.4,0,-1.7,-7,1.5,-6,-0.3,-2.6,-4
Cc1cc(Br)ccc1SCC(=O)OCC(=O)Nc1ccccc1C#N,-0.2,-1.2,0.2,3,-0.6,-21,0.8,-3,2.9,-1.9,-2
CC(NC(=O)c1cccnc1)C(c1ccccc1)N1CCN(C)CC1 (stereo not given),3.0,0.4,1.3,-2,-1.1,-3,-0.2,2,-1.0,-0.1,-1
CC(Sc1nnnn1C)C(=O)Nc1ncc(Cl)cc1Cl (stereo not given),0.2,-0.6,-0.6,-5,-1.2,2,0.1,-8,0.4,-0.9,-2
Cc1cc(C)n2ncc(C(=O)NCc3ccccc3)c2n1,-0.6,0.3,1.5,0,-1.3,-3,-1.9,-139,-1.1,1.7,2
COc1cccc(CN(C(=O)c2cccc(OC)c2)C2CCS(=O)(=O)C2)c1 (stereo not given),-0.3,0.0,-0.3,-1,-1.0,6,-0.6,-7,1.6,0.3,-2
CCCCn1c(NCc2ccc3c(c2)OCO3)nc2ccccc21,0.9,0.2,4.9,-1,-1.5,-10,-2.0,0,1.8,-0.6,3
c1ccc(CCN2CCN(c3ncnc4c3cnn4-c3ccccc3)CC2)cc1,-1.9,-1.3,-0.4,-1,-1.8,-21,-2.2,-4,0.7,0.1,-4
Cc1cc(C(=O)N/N=C\c2ccc(COc3ccc([N+](=O)[O-])cc3)o2)ccc1[N+](=O)[O-],1.3,-0.7,-0.6,-3,-0.6,9,0.5,2,-0.2,-2.3,-1
CC1=C(C(=O)N2CCOCC2)CC(CC(=O)NCc2cccs2)C(=O)N1Cc1ccccc1 (stereo not given),.,2.9,.,-4,-1.1,5,0.2,2,-2.3,2.2,0
CCCCN(C)CCCNC(=O)c1cccc(N2CCCC2=O)c1,-0.1,-0.8,1.1,-2,-1.3,3,-1.7,-1,1.9,-0.6,0
CCNS(=O)(=O)c1c(C)cc(N2CCCC2=O)cc1C,-0.1,-1.2,-0.9,-1,-0.3,4,-0.8,0,-1.5,1.7,-4
CC1Nc2ccc(C(=O)NC3CCCCC3)cc2NC1=O (stereo not given),-1.1,0.0,1.1,-2,-0.3,1,4.7,-27,0.5,-0.3,2
O=C(NC1CC1)C1CCN(c2nc3ccccc3s2)CC1,0.5,0.4,0.7,0,0.2,-1,2.8,-4,8.0,-1.4,2
COc1ccc(C2/C=C\CN(C(=O)c3ccccc3)[C@H](Cc3ccccc3)C(=O)N2Cc2ccc(F)cc2)cc1 (stereo not given in full),1.1,-0.4,-3.7,4,-2.0,1,-2.6,4,-1.1,0.6,-1
COc1ccc(O)c(/C=N/NC(=S)Nc2cccnc2)c1,-1.4,-1.1,3.2,4,-1.8,20*,0.4,i,2.1,-1.6,0
Cc1nnc(SCCn2c(N3CCN(Cc4ccccc4)CC3)nc3c2c(=O)[nH]c(=O)n3C)s1,0.4,-0.1,5.2,-1,-1.3,4,-1.2,-2,-2.8,-1.7,-2
Cc1ccc2c(c1)C1C=CCC1C(C(=O)NCCCN1CCOCC1)N2 (stereo not given),2.4,0.0,0.0,-1,-1.4,-10,-0.9,-23,-0.1,-0.1,0
O=Cc1cccc(OC(=O)Nc2ccccc2)c1,.,0.0,1.1,0,-1.0,8,0.1,-6,-0.7,0.9,-1
c1nc(N2CCOCC2)c2[nH]cnc2n1,2.7,0.4,1.4,-4,-1.2,-2,-0.5,-3,-3.7,-1.6,-1
CCN(CC)CCN1C(=O)C2C(C(=O)Nc3cccc(SC)c3)C3C=CC2(O3)C1C(=O)NC1CCCC(C)C1C (stereo not given),1.0,0.1,-1.9,2,-0.8,-5,0.1,-4,-2.0,-0.8,1
O=C(NCCCn1ccnc1)C1CCCN(S(=O)(=O)c2ccc(F)cc2)C1 (stereo not given),-0.5,-0.3,-1.9,-2,-1.3,-1,-1.3,-2,-0.1,-1.3,-1
COc1ccc(Br)cc1CNC(=O)CCC(=O)N1CCSc2ccccc21,1.6,-0.1,-1.2,-7,-1.7,-4,-2.1,0,1.6,-4.0,0
CCOc1ccc(N(CC(=O)Nc2ccc(C)c(Cl)c2)S(C)(=O)=O)cc1,1.4,-0.1,4.0,-3,-1.2,-20,3.9,-5,2.1,-1.5,0
CC(C)(C)C(=O)Nc1nc2c(c(=O)[nH]1)CCCC2,-0.2,-0.2,0.3,1,-0.9,7,0.3,1,-1.0,1.5,-1
O=C(N/N=C/c1ccc(OCC2COCCO2)cc1)c1ccc(Br)cc1 (stereo not given),0.7,-1.8,0.2,0,-1.8,-5,-1.3,-20,-0.7,-1.0,1
COc1cc(C2C=C(C34CC5CC(CC(C5)C3)C4)NC(=S)N2)cc(OC)c1OC (stereo not given),-0.4,0.1,1.4,-1,-1.2,1,-0.6,1,-1.5,1.2,0
CC1(C)NC(=O)N(CC(O)COc2ccccc2-c2ccccc2)C1=O (stereo not given),0.6,0.2,-0.9,2,-1.2,-2,-1.5,6,-3.8,1.0,-7
CCC(=O)N1CCc2cc(Br)c(S(=O)(=O)N3CCCC(C(=O)NC(C)(C)C)C3)cc21 (stereo not given),.,-0.2,.,12,-1.4,0,-0.3,0,-3.0,.,-1
COc1cccc(C(Nc2ccccn2)c2oc(CO)cc(=O)c2O)c1 (stereo not given),2.9,1.2,0.3,.,-2.0,-11,-1.2,-9,1.4,-2.9,2
CCOC(=O)CNC(=O)CSc1nnc(COc2ccc(Cl)cc2)n1CC,-0.3,-0.8,-0.1,-1,-0.9,-1,0.3,3,0.0,0.3,0
OC[C@@H]1[C@@H](c2ccc(F)cc2)C(c2ccccc2)=NN1c1ccccc1,-0.3,2.0,-2.0,-2,0.0,3,-0.6,i,0.1,4.7,-4
O=C(COC(=O)C1CCCN1C(=O)C12CC3CC(CC(C3)C1)C2)c1ccc(Br)cc1 (stereo not given),1.6,-0.1,2.3,2,-0.6,3,0.5,2,-3.3,-1.5,0
CC1(C(=O)Nc2cnc3ccccc3c2)CCN1C(=O)CC(c1ccccc1)c1ccccc1 (stereo not given),.,-1.2,0.3,7,-1.3,-10,-3.1,0,2.0,-0.8,0
CSc1cccc(CN2CCCC(CNC(=O)c3ccc(F)cc3)C2)c1 (stereo not given),0.4,-0.1,0.9,-2,-1.3,1,-0.3,-8,-2.0,0.3,-2
Cc1ccc(NC(=O)Cc2n[nH]c(=S)n2C)cc1,-0.7,1.3,-0.5,4,-1.7,4,-0.7,-3,2.8,1.2,1
O=C(c1ccc(Cl)c(NC2=NC3CS(=O)(=O)CC3S2)c1)N1CCN(c2ccc(F)cc2)CC1 (stereo not given),0.4,-2.2,0.8,-1,-1.4,4,-0.8,-5,0.0,-0.5,0
CCC(C)n1c(=S)[nH]c2c(sc3ccc([N+](=O)[O-])cc32)c1=O (stereo not given),0.2,-0.5,0.4,-3,3.4*,6,-1.2,5,0.1,-0.5,0
O=C(NC1CCCN(c2ccc(C(F)(F)F)cn2)C1)c1ccncc1 (stereo not given),0.4,-0.6,-0.1,2,-1.3,3,-1.9,-3,2.2,-1.5,-1

# Source: PubChem BioAssay (several laboratories)
